D1 antag – antagonists of human D1 dopamine receptor; HEK293 TREx D1 cells, calcium flux, dopamine EC80; stronger effect = lower value; 360,000 compounds, 3.2% hits; P21728; activity change, negative = inhibition, % at 10 µM; in the data active = activity change below about -30%; also: % is scaled to controls: 0 for no effect and ±100 for the full control effect
Target sequence (P21728 whole entry, looked up): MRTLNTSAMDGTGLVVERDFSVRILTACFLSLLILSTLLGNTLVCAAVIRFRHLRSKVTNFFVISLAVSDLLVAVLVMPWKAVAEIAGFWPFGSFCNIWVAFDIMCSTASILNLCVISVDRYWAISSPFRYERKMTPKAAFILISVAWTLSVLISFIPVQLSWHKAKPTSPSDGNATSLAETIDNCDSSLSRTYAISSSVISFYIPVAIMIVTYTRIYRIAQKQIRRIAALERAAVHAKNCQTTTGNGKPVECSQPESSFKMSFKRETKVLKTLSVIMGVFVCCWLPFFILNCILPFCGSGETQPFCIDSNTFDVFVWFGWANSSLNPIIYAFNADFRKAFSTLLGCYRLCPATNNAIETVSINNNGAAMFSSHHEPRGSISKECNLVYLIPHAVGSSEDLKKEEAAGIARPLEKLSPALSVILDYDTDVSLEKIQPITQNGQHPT
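Cells carrying a force-coupled, tetracycline-inducible human D1 receptor report calcium flux. Each well gets a 10 s baseline, compound with 180 s monitoring, then an EC80 dopamine stimulus with a second 180 s kinetic read.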
D1 ag – agonists of human D1 dopamine receptor; 360,000 compounds, 1% hits; P21728; activation, % at 2 µM; HEK293 T-REx D1 cells, calcium flux, agonist mode; in the data active = activation above about 30%; also: 0% is about no effect
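Agonism was scored from calcium flux recorded over 180 s (1 read/s) after pintool compound addition, following a 10-cycle baseline. Cells were inducible force-coupled HEK293 TREx D1, plated overnight at 30 C and loaded with no-wash calcium dye.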
RXFP1 ag – RXFP1 (human) receptor agonism | Q9HBX9 | HEK293T-RXFP1 cAMP TR-FRET, 30 min; response scale: percent of porcine relaxin response, buffer zero | Potency, µM (top dose mostly 57.5 µM), for the others: top-dose activation, usual class: activators | 370,000 compounds, 0.3% hits | AID 2676; also: potency is read from the fitted curve at half-maximal effect; % is scaled to controls: 0 for no effect and ±100 for the full control effect; nearly all actives have a fitted effect of over 60% in size; many of its hits are not listed in these tables
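cAMP rise read by TR-FRET after 30 min, 37C compound exposure (up to 58 uM) in RXFP1-transfected HEK293 cells with Ro 20174 present. EC50 from Hill-equation fits, with 29 nM porcine relaxin as 100% and buffer as basal.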
D2 PAM – D2 dopamine receptor (human) potentiation; 340,000 compounds, 0.34% hits; AID 485347; HEK293 T-REx D2, calcium flux, EC20 dopamine potentiation; potentiation, % at 10 µM; P14416;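 active = potentiation over 3 SD above the plate norm, cut at about 30% in these data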; also: 0% is about no effect
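Potentiation of an EC20 dopamine calcium response measured kinetically over 180 s, after a preceding 180 s compound-only read flagging agonists. Cells: inducible Hek293 Trex D2 line, 4000/well, cultured overnight at 30 C before dye loading.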
Vif-APOBEC3G blk – inhibitors of Vif-APOBEC3G interaction | 410,000 compounds, 0.076% hits | HeLa A3G-eYFP + Vif (tagged APOBEC3G with the HIV-1 protein that degrades it), YFP fluorescence, overnight | AID 602310 | Potency, µM (series often up to 46.1 µM), for inactives: at the highest dose activity, negative = active, most hits filed as inhibitors | Q9HC16;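 also: potency is read from the fitted curve at half-maximal effect; % is scaled to controls: 0 for no effect and ±100 for the full control effect; nearly all actives have a fitted effect of over 60% in size; hits raise eYFP signal because A3G escapes Vif-driven loss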
Target sequence (Q9HC16 whole entry, looked up): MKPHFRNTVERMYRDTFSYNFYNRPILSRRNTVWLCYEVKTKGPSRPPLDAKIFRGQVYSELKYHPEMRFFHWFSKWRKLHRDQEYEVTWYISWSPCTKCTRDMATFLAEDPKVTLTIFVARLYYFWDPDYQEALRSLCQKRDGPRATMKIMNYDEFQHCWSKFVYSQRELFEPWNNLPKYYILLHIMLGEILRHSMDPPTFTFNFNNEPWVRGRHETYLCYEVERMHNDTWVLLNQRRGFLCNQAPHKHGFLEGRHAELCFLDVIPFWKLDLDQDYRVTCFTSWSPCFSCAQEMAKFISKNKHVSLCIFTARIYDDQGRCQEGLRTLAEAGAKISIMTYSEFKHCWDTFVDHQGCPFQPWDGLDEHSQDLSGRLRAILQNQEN
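Read-out is eYFP fluorescence (Ex 488/Em 500-530) from Vif-expressing HeLa A3G-eYFP cells; more signal means A3G escaped Vif-mediated degradation. Cells plated overnight, compound pinned in, incubated overnight at 37 deg C.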
Glioma ERSR ind – inducers of ER stress response in human glioma cells; U87-MG GRP78 promoter luciferase reporter, 16 h; Potency, µM, for the others: at the highest dose activation, most hits filed as activators; 420,000 compounds, 0.02% hits; AID 602332; also: potency is read from the fitted curve at half-maximal effect; series mostly up to about 76 µM; % of control where 0% means no effect; nearly all actives have a fitted effect of over 35% in size
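ERSR induction read as luciferase luminescence (Bright-Glo, 10 min at room temperature) in stably transfected human U87-MG glioma cells exposed to compounds for 16 h, using GRP78 as sensor.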
RXFP1 antag – antagonists of human relaxin receptor RXFP1 | HEK293-RXFP1, relaxin-stimulated cAMP HTRF, 30 min; stronger effect = lower value | activity change, negative = inhibition, % at 57.5 µM | 350,000 compounds, 0.59% hits | AID 1259400;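 active = activity change of -60% or lower, but not beyond a set lower limit; inconclusive = change between -60% and -40%, or beyond the set limit; inactive = change above -40%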; also: % is scaled to controls: 0 for no effect and ±100 for the full control effect
D1 PAM – potentiators of human D1 dopamine receptor | P21728 | HEK293 TREx D1 cells, calcium flux, dopamine EC20 potentiation | potentiation, % at 10 µM | 360,000 compounds, 0.036% hits; in the data active = potentiation above about 30%; also: 0% is about no effect
Vif-APOBEC3F blk – inhibitors of Vif-A3F interaction | Potency, µM (series often up to 46.1 µM), without a hit: top-dose activity, negative = active | HeLa A3F-eYFP + Vif (tagged APOBEC3F with the HIV-1 protein that degrades it), YFP fluorescence increase | 390,000 compounds, 0.2% hits; also: potency is read from the fitted curve at half-maximal effect; % of control where 0% means no effect; nearly all actives have a fitted effect of over 65% in size
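Fluorescence increase (Ex 488/Em 500-530) after overnight compound treatment at 37 deg C flags inhibition of Vif-driven A3F-eYFP loss in stable HeLa A3F-eYFP/Vif cells seeded overnight beforehand.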
Starred values were filed as active, the others as inactive; ? = inconclusive; / = no result given; & = joins results of further samples; ! = not active in a repeat. Unless noted, calls follow the shape of the dose curve; as a rule, active = well fitted curve in the direction sought with a large enough effect; inconclusive = small, poorly fitted or top-dose-only effect, or another doubt; inactive = no such curve, though single readings can be large; an effect the other way counts as inactive or inconclusive.

Structure,D1 antag,D1 ag,RXFP1 ag,D2 PAM,Vif-APOBEC3G blk,Glioma ERSR ind,RXFP1 antag,D1 PAM,Vif-APOBEC3F blk
O=C(NCc1ccccn1)c1cccc(S(=O)(=O)N2CCc3ccccc32)c1,/,/,/,/,-1%,-2%,2,/,4%
Cc1cccc(C(=O)Nc2cccc(S(=O)(=O)NCc3ccco3)c2)c1,-20,1,1.0%,-4,0%,-1%,-2,-2,2%
COc1ccc(N(C)C(=O)c2nc(-c3cccc(F)c3)n3c2CCCCC3)c(OC)c1,7,1,6.0%,-5,-4%,-1%,-4,-3,-8%
COc1ccc(C(=O)Nc2ccc(-c3nc4ncccc4o3)cc2)cc1,-6,0,16%,-5,-4%,-2%,-8,0,3%
O=S(=O)(Nc1ncccn1)c1ccc(NS(=O)(=O)c2cc(Cl)ccc2Cl)cc1,3,-1,0.7%,-1,11%,-5%,-10,1,-14%
CN1CCN(CC#CC2(O)CCCCC2)CC1,0,5,0.4%,-9,0%,-4%,3,-6,-12%
Cc1c(C(=O)Nc2ccccc2Br)oc2ccc(S(=O)(=O)N3CCOCC3)cc12,19,0,13%,11,3%,-5%,-12,-1,1%
CCOC(=O)C(NC(=O)CC)(Nc1sc(C)c(CC)c1C#N)C(F)(F)F (configuration not stated),-10,0,0.6%,-5,0%,-3%,-10,13,11%
Cc1ccc(-c2noc(C(C)NS(=O)(=O)c3ccc(C)cc3)n2)cc1 (configuration not stated),-14,4,0.9%,-3,2%,-3%,-3,-1,3%
Cc1cc(C)nc(NC(N)=NCCc2c[nH]c3ccccc23)n1,-16,3,-2.9%,-14,9%,-7%,-2,-4,5%
COc1ccc(N(C(=O)c2cnccn2)C(C(=O)NC2CCCCC2)c2ccc(Cl)cc2)cc1 (configuration not stated),/,/,/,/,2%,-3%,15,/,9%
CN(Cc1ccc(Cl)cc1Cl)C(=O)c1cc(=O)c2ccccc2o1,1,1,0.0%,4,-1%,-4%,-7,1,7%
CC1OC(c2ccccc2)OC2COC(c3ccccc3)OC12 (configuration not stated),/,/,/,/,2%,-2%,1,/,3%
O=C(NCCN1CCN(c2ccccc2)CC1)Nc1ccccc1Br,-33*!,1&0,4.6%&2.3%,-20&-23,3%&4%,-2%&-3%,11&-4,-6&-5,-1%&2%
CCc1c(O)nc(SCC(=O)N2CCc3cc(OC)c(OC)cc3[C@@H]2C)[nH]c1=O,-16,1,0.6%,-11,1%,-1%,/,-1,1%
Cc1nc(N)nc(N/N=C/c2ccccc2)n1,2,1,-4.2%,1,1%,-1%,-8,-6,-3%
CC1CCN(Cc2c(C(=O)N/N=C/c3cccc(Cl)c3)nnn2-c2nonc2N)CC1,-3,3,1.5%,38*,-11%,11%,-5,0,-10%
CCOC(=O)[C@H]1[C@H]2COc3cc(OC)ccc3[C@@H]2N2C(=O)c3ccc(C)cc3NC(=O)[C@@]12C,-26,4,1.9%,-3,-1%,-1%,/,-6,9%
CCn1c(=O)c(C(=O)Nc2ccsc2C(=O)OC)c(O)c2ccccc21,-12,3,2.0%,-6,/,/,/,10,/
Cc1c(C(=O)O)nn(-c2cccc(C(F)(F)F)c2)c(=O)c1C#N,2,1,-0.3%,2,-5%,-4%,2,-5,-14%
COc1ccc(OC)c(NC(=O)CSc2nnc(-c3ccco3)n2-c2ccccc2)c1,11,0,1.0%,-12,2%,-5%,15,-3,4%
CCN(c1ccc(NC(=O)CN2C(=O)NC3(CCOc4ccccc43)C2=O)cc1)C(C)C (configuration not stated),5,0,-3.6%,5,-5%,4%,2,-4,4%
C[C@@H]1CN([C@@H](C)CO)C(=O)CCCn2nncc2CO[C@@H]1CN(C)C(=O)Nc1ccc(-c2cccs2)cc1,/,/,/,/,-4%,-2%,-3,/,-5%
Cc1ncoc1C(=O)NC1CCCc2c1cnn2-c1ccc(C(C)(C)C)cc1 (configuration not stated),-14,11,3.0%,8,1%,-1%,-6,-4,-6%
O=C(CN(C(=O)C1COc2ccccc2O1)c1ccccc1)NCC1CCCO1 (configuration not stated),-5,0,1.8%,6,-1%,-3%,10,-8,-8%
Cc1nn(C2CCS(=O)(=O)C2)c(C)c1CN(C)C(=O)c1ccc(S(=O)(=O)N(C)C)cc1 (configuration not stated),/,/,/,/,5%,-1%,-7,/,2%
Cc1cccc(CN2CCC(CNC(=O)Cn3ncc4c([nH]c5ccccc54)c3=O)CC2)c1,4,1,-4.2%,-6,0%,0%,18,0,4%
O=C(/C=C\c1ccc2c(c1)OCO2)NC1CC(=O)N(c2ccc(F)cc2)C1 (configuration not stated),/,0,1.7%,-6,-10%,0%,-13,0,2%
COc1cccc(NC(=O)COC(=O)c2ccccc2C(=O)N2CCN(c3ccccc3)CC2)c1,-14,-1,0.9%,-3,-5%,-4%,-21,-1,-13%
CCOc1cccc(OCCn2cnc3ccccc3c2=O)c1,18,1,0.4%,0,1%,0%,3,9,17%
CCOc1ccc(-n2c(C)nc3cc(C(=O)NCc4ccc5c(c4)OCO5)ccc32)cc1,-2,1,2.5%,-10,2%,-3%,-6,-2,0%
O=C(CCN1C(=O)c2ccccc2S1(=O)=O)N1CCN(c2ccccc2)CC1,-24,3,3.9%,-6,0%,-4%,1,-1,-8%
O=C(COc1ccc(Cl)cc1)NCCc1csc(-c2cccc(F)c2)n1,10,3,-1.6%,-9,-2%,-4%,-9,-4,0%
Cc1coc2c(O)cc3c(c12)OC1(N2CCCCC2)C(=O)NCCCC31 (configuration not stated),9,9,0.3%,3,-13%,1%,7,-2,3%
Cc1ccc(N2CCN(C(=O)CCc3c(C)nc4c(c3C)c(=O)n(C)c(=O)n4C)CC2)c(C)c1,5,-1,-0.3%,0,2%,-3%,/,-1,0%
O=C(CSc1nnc2scc(-c3ccc(Cl)cc3)n12)Nc1ccc(F)cc1,3,1,11%,-13,/,/,-5,1,/

For convenience, part of the list above:
Structure,D1 antag,D1 ag,RXFP1 ag,D2 PAM,Vif-APOBEC3G blk,Glioma ERSR ind,RXFP1 antag,D1 PAM,Vif-APOBEC3F blk
Cc1coc2c(O)cc3c(c12)OC1(N2CCCCC2)C(=O)NCCCC31 (configuration not stated),9,9,0.3%,3,-13%,1%,7,-2,3%
Cc1ccc(N2CCN(C(=O)CCc3c(C)nc4c(c3C)c(=O)n(C)c(=O)n4C)CC2)c(C)c1,5,-1,-0.3%,0,2%,-3%,/,-1,0%

(list continues)
Structure,D1 antag,D1 ag,RXFP1 ag,D2 PAM,Vif-APOBEC3G blk,Glioma ERSR ind,RXFP1 antag,D1 PAM,Vif-APOBEC3F blk
CCN(CC)CCn1c(=N)n(CC(O)COc2ccccc2)c2ccccc21 (configuration not stated),-12,3,-1.5%,1,2%,-5%,-17,-4,1%
Cc1ccc(S(=O)(=O)N2CCN(S(=O)(=O)N3CCCCC3)CC2)cc1,-5,0,-0.4%,-3,2%,-7%,-10,0,-1%
COC(=O)/C(=C1/Oc2cc3c(cc2S1)OCO3)C(F)(F)F,-2,2,0.9%,4,-3%,3%,1,-2,-7%
C/C=C(\C)C(=O)NCCN1C2=NC[C@H](Cc3ccc(O)cc3)N2C[C@@H]1Cc1ccc(OC)cc1,29,4,-0.8%,6,-1%,-6%,/,-2,-10%
CCOCCCNC(=O)CN1C(=O)COc2ccc(S(=O)(=O)N3CCCCCC3)cc21,-10&8,2&1,-2.3%&2.3%,2&-3,0%&-3%,-5%&-2%,-12,-10&6,6%&-2%
COc1ccc(Nc2nc(N)nc(CSc3nncn3C)n2)cc1,16,0,1.3%,12,-6%,1%,0,0,0%
COc1cc(C(=O)NCc2ccc(OCCN(C)C)cc2)cc(OC)c1OC,-8,1,3.6%,-21,-3%,0%&-3%&-4%,11,-5,8%
COc1ccc(OC)c(S(=O)(=O)Nc2ccccc2SC)c1,-7,0,-3.6%,7,3%,2%,-2,-2,?
O=C(NCc1ccc2c(c1)OCO2)C12CN(Cc3ccccc3)CC1C(c1cccc([N+](=O)[O-])c1)=NO2 (configuration not stated),-4,2,2.1%,7,1%,2%,/,-1,0%
CN(C)/C(=N\S(=O)(=O)c1ccc(Cl)cc1)c1ccc(F)cc1,-9,1,0.3%,4,-4%,-6%,2,-3,?
C[C@@H]1CC=C[C@H]2[C@H]1C(=O)N(Cc1ccccc1)[C@H]2c1ccc(F)c(-c2ccc(N(C)C)cc2)c1,28,4,-18%,18,0%,-5%,/,5,-2%
O=C(CCC1CCCN(C(=O)c2ccc(F)c(F)c2)C1)N1CCN(c2ccccn2)CC1 (configuration not stated),-6,2,0.4%,-8,1%,-5%,-7,2,5%
CCCn1c(N)c(N(CCOC)C(=O)C2CCCC2)c(=O)[nH]c1=O,21,3,1.6%,15,0%,-3%,7,5,-1%
COc1ccc(OCc2cc(C(=O)NCCCc3ccccc3)no2)c(Cl)c1,-1,7,1.9%,-2,-5%,-3%,-9,-4,3%
O=C(CNC(=O)c1cccc([N+](=O)[O-])c1)OCCCC(=O)c1ccc(F)cc1,/,/,/,/,-10%,0%,-1,/,1%
CN(C)C(=O)COC(=O)c1ccccc1NC(=O)c1ccco1,5,1,3.2%,3,-4%,-5%,-7,2,0%
CCOc1ccc(N2C(=O)CN=C2Nc2ccccc2Cl)cc1,-9,0,3.1%,-7,-4%,-2%,-18,4,-6%
C=CCN(c1ccccc1)S(=O)(=O)c1cccc(C(=O)N2CCN(c3ncccn3)CC2)c1,7,14,0.2%,15,-4%,-6%,-12,/,7%
O=C(COC(=O)c1ccccc1NC(=O)c1ccco1)Nc1ccc2c(c1)OC(F)(F)O2,4,4,1.6%,1,0%,-1%,0,-3,5%
Cc1ccc(S(=O)(=O)N2CCN(C(=O)CSc3nnnn3C)CC2)c(C)c1,10,2,2.1%,/,-1%,-4%,4,12,1%
CC(=O)Nc1ccc(NC(=O)C2CCN(c3ccc(C(F)(F)F)cn3)CC2)cc1,8,7,9.6%,0,1%,-3%,7,3,-2%

Compound activity from PubChem.

These rows are one share of the data; count on the stated rates, not on these rows.
